# CD11b adhes enh – enhancers of human CD11b/CD18 binding to fibrinogen; hit rate 0.07% among 93,000; K562 CD11b/CD18 adhesion to fibrinogen, ATPlite luminescence; P05107+P11215; activation, % at 10 µM;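 active means 10 µM primary screen giving 50% or more activity, confirmed by 40% or more on retest at that dose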; further: strong numbers were not always called active
# PLK1 inh – blocks human PLK1 kinase activity. P53350. recombinant PLK1 kinase, TR-FRET peptide phosphorylation. inhibition, % at 10 µM. hit rate 0.53% among 97,000;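 active means inhibition of 50% or more in the single-concentration screen; inactive means inhibition below 50%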;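 further: 0% = DMSO max control and 100% = H-89 dihydrochloride min control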
# Target sequence (P53350 whole entry, looked up): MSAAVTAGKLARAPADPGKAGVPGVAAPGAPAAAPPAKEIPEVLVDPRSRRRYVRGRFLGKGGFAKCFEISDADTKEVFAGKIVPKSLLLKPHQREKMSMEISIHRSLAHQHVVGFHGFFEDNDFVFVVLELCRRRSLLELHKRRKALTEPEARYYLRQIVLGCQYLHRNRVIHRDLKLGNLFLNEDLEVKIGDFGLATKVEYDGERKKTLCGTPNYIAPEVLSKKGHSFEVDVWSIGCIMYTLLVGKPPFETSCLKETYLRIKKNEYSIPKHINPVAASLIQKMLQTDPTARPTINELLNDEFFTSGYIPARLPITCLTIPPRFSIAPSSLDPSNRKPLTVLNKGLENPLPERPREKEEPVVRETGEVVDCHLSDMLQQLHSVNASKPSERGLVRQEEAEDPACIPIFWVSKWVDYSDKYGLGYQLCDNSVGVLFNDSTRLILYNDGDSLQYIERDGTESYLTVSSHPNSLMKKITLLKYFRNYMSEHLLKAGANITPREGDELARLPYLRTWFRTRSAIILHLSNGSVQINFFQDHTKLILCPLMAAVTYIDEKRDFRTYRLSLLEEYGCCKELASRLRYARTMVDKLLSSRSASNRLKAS
# HIV Rev-RRE inh – inhibitors of HIV-1 Rev-RRE RNA interaction. hit rate 0.79% among 97,000. inhibition, % at 8 µM. AID 704. Rev peptide-RRE RNA binding, FRET. P05866;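 active means inhibition above the screen-wide mean plus 3 SD, cut at about 35% in these data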;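 further: 0% = median DMSO wells and 100% = median Neomycin B control wells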
#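 Material: labelled RRE RNA duplex and labelled Rev peptide / Buffer or medium: HEPES pH 7.5 salt buffer with EDTA / Compound dosing: single point, 8 µM final nominal compound concentration / Benchmarks: DMSO low control, neomycin B high control / Timing: 5 min preincubation and 15 min binding, 25 °C / Technique: FRET fluorescence readout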
# FAK blocker – inhibitors of human focal adhesion kinase | AID 727 | biochemical FAK kinase activity assay | inhibition, %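 (tested at 7 µM)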 | Q05397 | hit rate 0.84% among 97,000; in the data active means inhibition above about 19%;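 further: 0% = DMSO and 100% = reference compound high control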
# ERa SRC1 inh – blocks coactivator binding to human estrogen receptor alpha; P03372; TR-FRET ER-alpha LBD / SRC-1 peptide, estradiol-bound; inhibition, % at 25.6 µM; hit rate 1.7% among 86,000; in the data active means inhibition above about 50%;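 further: 0% = receptor plus peptide control and 100% = peptide only without receptor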
# ERa SRC1 pot – ER-alpha (human) coactivator binding potentiation; P03372; TR-FRET ERalpha-LBD/SRC-Cy5 coactivator binding, 2 h; 100 = basal binding, no effect; coactivator binding (% of control), % at 25.6 µM; hit rate 1.3% among 86,000; AID 639; in the data active means activity above about 200%;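 further: binding measured in presence of low estradiol as agonist stimulus; 0% = peptide alone without receptor and 100% = receptor with peptide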
# CD11b adhes inh – blocks human CD11b/CD18 adhesion to fibrinogen | P05107+P11215 | K562 CD11b/CD18 adhesion to fibrinogen, ATPlite luminescence; Mn2+ added to activate the integrin | hit rate 0.54% among 93,000 | inhibition, % at 10 µM;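 active means primary inhibition of 50% or more at 10 µM, then 40% or more on retest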; further: some results filed as inactive read as strong as hits
# PLK1 PBD inh – Plk1 (human) PBD binding inhibition; P53350; Plk1 PBD phosphopeptide binding, fluorescence polarization; inhibition, %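 (tested at about 20 µM)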; hit rate 0.13% among 97,000; in the data active means inhibition above about 34%, passing the limit was not always enough
# ERb coact inh – ER-beta (human) coactivator binding inhibition; Q92731; TR-FRET ER-beta LBD / SRC1-Cy5 peptide binding; receptor agonist-loaded with 1 µM estradiol; inhibition, % at 25.6 µM; hit rate 1.3% among 86,000; AID 633;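 active means compounds whose percent inhibition of the receptor-coactivator binding signal exceeds about 50% in the single-dose screen, limit read from the data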;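 further: 0% = receptor plus peptide wells without compound and 100% = peptide-only wells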
# Target sequence (Q92731 whole entry, looked up, the tested form may be a part): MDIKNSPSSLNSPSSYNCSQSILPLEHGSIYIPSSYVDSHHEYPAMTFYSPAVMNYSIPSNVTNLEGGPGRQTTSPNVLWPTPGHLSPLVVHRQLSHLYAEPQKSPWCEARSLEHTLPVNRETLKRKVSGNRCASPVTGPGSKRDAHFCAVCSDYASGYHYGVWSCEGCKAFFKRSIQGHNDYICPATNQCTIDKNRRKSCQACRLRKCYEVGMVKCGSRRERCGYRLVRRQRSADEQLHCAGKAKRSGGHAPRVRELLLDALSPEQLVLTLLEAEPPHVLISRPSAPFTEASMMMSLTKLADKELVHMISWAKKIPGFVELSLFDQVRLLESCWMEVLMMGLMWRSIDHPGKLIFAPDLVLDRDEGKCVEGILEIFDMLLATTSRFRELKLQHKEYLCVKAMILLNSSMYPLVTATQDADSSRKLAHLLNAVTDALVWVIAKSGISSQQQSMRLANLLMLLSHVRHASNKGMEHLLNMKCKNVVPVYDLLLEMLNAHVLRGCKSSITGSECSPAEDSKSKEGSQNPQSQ
# * marks the source's active call; other numbers are inactive results; / = not tested or not shown; [ ] = another dose, or the depositor's remark.
# Sequence of screens: CD11b adhes enh, PLK1 inh, HIV Rev-RRE inh, FAK blocker, ERa SRC1 inh, ERa SRC1 pot, CD11b adhes inh, PLK1 PBD inh, ERb coact inh
Cc1ccccc1NC(=O)c1csc2c1CCCC2
    4, -12, 5, 6, /, /, -6, 5, /
c1ccc(-c2nc3cc4ccccc4cc3[nH]2)nc1
    -2, 3, 3, 12, 2, 94, 57, -18, -2
COc1ccccc1NC(=O)CCN1C(=O)C2CC=C(Cl)CC2C1=O (stereo not drawn)
    /, -7, 2, -3, 11[fluorescence artefact?], 119, /, -30, 5[fluorescence artefact?]
Cc1ccc2nc(SCc3nnc(-c4ccccc4[N+](=O)[O-])o3)c(C#N)cc2c1
    /, -12, 10, 2, /, /, /, -11, /
COc1ccc(N=C2S/C(=C\c3cccs3)C(=O)N2CC(C)C)cc1
    0, -8, 12, 4, /, /, -8, 15, /
Cc1cc(=O)oc2cc(OCC(=O)OCC(=O)NCc3ccc4c(c3)OCO4)ccc12
    -1, -13, 1, 7, -4, 97, 1, -34, -2
CC1=C(C(=O)NC2CCCC(C)C2C)C2(CCCCC2)OC1=O (stereo not drawn)
    4, -5, 2, 1, -11, 118, 10, -23, -11
Cc1ccc(-n2nnc3c(=O)n(Cc4cccc(C)c4)cnc32)cc1
    2, -6, 6, 1, 10, 159, -55, 18, 5
O/N=C/c1cc(Br)ccc1OCc1ccccc1F
    /, -3, 15, 20*, /, /, /, 15, /
O=C1CCCc2nc(N3CCc4ccccc43)ncc21
    -3, -10, 7, 0, 5, 131, 2, -44, -6
Cc1ccc(CCN2CC(C(=O)NCc3ccco3)CC2=O)cc1 (stereo not drawn)
    2, -6, -5, -4, 5[fluorescence artefact?], 118[fluorescence artefact?], 13, 2, 4[fluorescence artefact?]
CCC(C)[C@H](NC(=O)NCc1ccccc1)C(=O)O (stereo partly drawn)
    0, -6, 10, 4, 50[fluorescence artefact?], 114, 48, -14, -3
COc1cc(CNCCc2ccccc2F)ccc1OCc1ccc(Cl)nc1
    -4, -9, 4, -2, /, /, -1, -1, /
CC(CCO)Nc1nc2c([nH]1)c(=O)n(C)c(=O)n2C (stereo not drawn)
    5, 3, 7, -3, -3, 110, -8, 9, 0
Cc1nc(NCCCO)c(C#N)c2c1COC(C)(C)C2
    4, -2, -1, -7, 2[fluorescence artefact?], 98, -2, 36, 0[fluorescence artefact?]
S=c1[nH]nc(COc2ccccc2)n1C1CCCCC1
    15, 0, -3, 1, -6, 93, -17, 1, -6
Cc1cc(C(=O)Nc2ccc3c(c2)OCCO3)co1
    -8, -5, 6, -1, /, /, 10, -4, /
Cc1cc(=O)oc2cc(OCC(=O)N3CC(C)OC(C)C3)ccc12 (stereo not drawn)
    -4, -10, 9, 1, -16, 118, -14, -14, 42
O=C(CCNS(=O)(=O)c1cccs1)NCc1ccco1
    -5, -10, 3, 0, /, /, 3, -8, /
COCCCNC(=O)CC(NS(=O)(=O)c1ccc(F)cc1)c1ccc(OC)cc1 (stereo not drawn)
    -4, 5, 5, -2, -9, 101, -1, 4, 2

# Four of the entries above in order of their number in ERa SRC1 inh, largest number first.
canonical_smiles	ERa SRC1 inh
Cc1ccc(-n2nnc3c(=O)n(Cc4cccc(C)c4)cnc32)cc1	10
O=C1CCCc2nc(N3CCc4ccccc43)ncc21	5
CC(CCO)Nc1nc2c([nH]1)c(=O)n(C)c(=O)n2C (stereo not drawn)	-3
Cc1cc(=O)oc2cc(OCC(=O)N3CC(C)OC(C)C3)ccc12 (stereo not drawn)	-16

# Printed as active in FAK blocker, of those listed so far:
# Sequence of screens: CD11b adhes enh, PLK1 inh, HIV Rev-RRE inh, FAK blocker, ERa SRC1 inh, ERa SRC1 pot, CD11b adhes inh, PLK1 PBD inh, ERb coact inh
O/N=C/c1cc(Br)ccc1OCc1ccccc1F
    /, -3, 15, 20*, /, /, /, 15, /

# Following part
# Sequence of screens: CD11b adhes enh, PLK1 inh, HIV Rev-RRE inh, FAK blocker, ERa SRC1 inh, ERa SRC1 pot, CD11b adhes inh, PLK1 PBD inh, ERb coact inh
CC1CCN(CC(O)COc2cccc(F)c2)CC1 (stereo not drawn)
    -4, 74*, 7, 2, 3, 135[fluorescence artefact?], 87*, 7, 9
CCOC(=O)c1ccc(N2C(=O)CC(Nc3ccc(CCO)cc3)C2=O)cc1 (stereo not drawn)
    -3, -3, 6, -6, -12, 113, 10, 2, -3
CCN(CC)C(=O)C(=O)N/N=C/c1cccs1
    /, -4, 7, 8, /, /, /, 15, /
COC(=O)CNC(=O)c1ccccc1F
    -3, 0, -1, -1, 1, 107, -3, -7, -1
Cc1ccc(CN2C(=O)CCC2(C)C(=O)NCc2cccnc2)cc1 (stereo not drawn)
    -1, 1, 4, 2, -1, 104, 3, 9, -1
Cc1ccccc1CN1CCN(CC(=O)NCc2ccco2)C1=O
    2, -6, 0, 0, -2, 104, -26, 12, 3
CC(C)(C)c1cc2cccnc2n1Cc1ccccc1
    /, -2, -7, -4, /, /, /, -5, /
O=C1CCC(=O)N1c1ccc(CSc2nnnn2C2CCCCC2)cc1
    -3, -3, -1, -1, -2, 117, 11, 12, 7[fluorescence artefact?]
O=C(CSc1ccc2nnc(-c3ccccc3)n2n1)N1CCN(c2ccccc2)CC1
    /, -3, -1, 0, 9, 83[fluorescence artefact?], /, 26, 2
Cc1ccccc1N1CCN(CCCOc2ccc3c(C)cc(=O)oc3c2)CC1
    /, 11, 16, 4, -9, 89, /, -21, -13
C=CCn1c(C)c(C(C)=O)c(N2CCCC2)nc1=S
    -5, -21, 10, -1, -3, 99, -2, -21, 6
Cn1nc(-c2ccccc2)c(C(O)c2ccc(Cl)cc2)c1Cl (stereo not drawn)
    3, -9, 12, -1, /, /, -2, -8, /
CCn1c(=O)c(C(=O)NCCNCCO)c(O)c2ccccc21
    -2, 4, -2, 5, 23[fluorescence artefact?], 101[fluorescence artefact?], -18, 1, 24[fluorescence artefact?]
O=C(Nc1cccnc1)c1cccc(S(=O)(=O)N2CCOCC2)c1
    0, 32, 6, 0, -2, 102, 0, 0, -8
Cc1ccc(N(Cc2cc3ccccc3[nH]c2=O)C(=O)c2ccco2)c(C)c1
    -2, 7, 9, -2, 0, 80[fluorescence artefact?], -13, -21, 6
COc1ccc(S(=O)(=O)N2CCC(C(=O)N3CCc4ccccc4C3)CC2)cc1OC
    4, /, /, /, 4, 106, 2, /, 4[fluorescence artefact?]
CC(C)CCNC(=O)C(c1cccnc1)N(Cc1ccccc1)C(=O)Cn1nnc2ccccc21 (stereo not drawn)
    /, -2, 0, 1, -5, 88, /, -26, -11
O=C(c1ccc(CS(=O)(=O)c2ccc(Br)cc2)o1)N1CCOCC1
    -8, -2, 6, -1, 2, 111, -5, -31, -5[fluorescence artefact?]
CCSc1nc2c(c(-c3ccc(C)o3)c1C#N)CCCC2
    /, 1, 25, 0, -14, 96, /, -3, 3
Cc1ccc(Cn2c(=N)c(C(=O)NCc3ccco3)cc3c(=O)n4ccccc4nc32)cc1
    /, 4, 27, 40*, 83*[fluorescence artefact?], 15[fluorescence artefact?], /, -12, 56*[fluorescence artefact?]
Cc1ccc(C)c(NC(=S)NNC(=O)c2csc(C(C)C)c2)c1
    /, -13, -5, 1, 7, 99, /, 23, 1
CCN(CC)CCNc1ncnc2c1[nH]c1ccc(OC)cc12
    /, 6, -1, 8, 5, 88, /, 9, 4
CC1(C)CC(=O)C=C(Nc2ccccc2NC(=O)c2cnccn2)C1
    0, -9, 5, -1, 1, 99, -38, -5, 0
O=C(Cc1c(F)cccc1Cl)NCC1CCCO1 (stereo not drawn)
    0, -7, -2, -2, -25, 119, 2, -10, -20[fluorescence artefact?]
CC(NC(=O)Cc1cccs1)C(c1cccs1)N1CCOCC1 (stereo not drawn)
    /, -10, 2, -1, -23, 107, /, 8, -26[fluorescence artefact?]
O=S(=O)(NCCc1cn2ccccc2n1)c1ccc2c(c1)OCCO2
    -4, -11, 6, 1, 0, 92[fluorescence artefact?], 1, -8, 1
O=C(Nc1cccc2ccccc12)/C(Cl)=C/c1ccccc1
    -5, -11, 7, 6, /, /, 6, -34, /
O=C(c1csc2ccccc12)N1CCN(c2ccc(Cl)c(Cl)c2)CC1
    /, -5, 9, 0, /, /, /, 6, /
O=c1[nH]cnc2sc3c(c12)CCCC3
    8, 4, 3, 26*, -6, 88, 24, 23, 0
C=C(C)Cn1c(CCNC(=O)C(C)C)nc2ccccc21
    0, -5, 4, -1, 26, 104, -35, -20, -6
CCCOc1ccc(N2C(=O)C3ON(c4ccccc4)C(CCC)C3C2=O)cc1 (stereo not drawn)
    0, -1, 13, 1, 8, 103, -27, -1, -2
Cc1cc(N2CCN(C)CC2)nc2ccc(NC(=O)c3ccc4c(c3)OCO4)cc12
    -1, /, /, /, 4, 84[fluorescence artefact?], 7, /, 17
Cc1ccn2c(C(=O)CSc3ccc(Cl)cc3)c(C)nc2c1
    0, -4, 11, 2, /, /, -1, -10, /
COc1ccc(-c2csc(NC(=O)CSc3nc(C)cs3)n2)cc1
    /, -6, 4, 0, 3, 109, /, 22, 10
CCCSC1=N/C(=C\c2ccc3c(c2)OCO3)C(=O)S1
    2, -4, 17, 10, -5, 100, 0, -14, -1
CCC(CC)C(=O)NCCc1ccc(OC)c(OC)c1
    -1, -1, 9, -2, 1, 81, -6, 12, 8[fluorescence artefact?]
CN(Cc1ccccc1)C(=O)CCNC(=O)Cn1cnc2ccccc2c1=O
    -1, 5, 0, -4, 0, 93, 10, -2, 6[fluorescence artefact?]
OC(c1ccccc1)c1nccn1Cc1ccccc1 (stereo not drawn)
    -3, 1, 3, 2, -6, 109, 2, -7, 3
CN(C)c1nc2n(c(=O)n1)CCO2
    -2, 13, 9, 1, 3[fluorescence artefact?], 121, -1, -7, -1
CCNC(=O)N1CCNC(=O)C1CC(=O)OC (stereo not drawn)
    0, -7, 8, 3, -5[fluorescence artefact?], 118, -7, 6, -2
O=C(O)CCC(=O)Nc1ccc(C(=O)N2CCCCC2)cc1
    8, -1, 5, -5, -3, 104[fluorescence artefact?], 7, 2, 9
COC(=O)NC1CCC(CC2CCC(NC(=O)OC)CC2)CC1 (stereo not drawn)
    /, -10, 2, 4, 21, 82[fluorescence artefact?], /, 32, 3
COc1cc(CNCc2ccccn2)ccc1OCc1c(Cl)cccc1Cl
    -5, -15, 2, -11, /, /, 19, -13, /
Cc1ccc(S(=O)(=O)c2cc(N3CCOCC3)nc(-c3ccccc3)n2)cc1
    /, -6, 8, 10, /, /, /, 23, /
CC1=C(C(=O)OC(C)C)C(c2cccnc2)C2=C(CC(C)(C)CC2=O)N1 (stereo not drawn)
    /, -12, 2, 0, -8, 111[fluorescence artefact?], /, 2, -13
O=C(CSc1nnc(-c2ccccc2F)n1C1CCCCC1)N1CCCC1
    -3, -9, -1, -3, 14, 92, 7, 9, 9
C=CCOC(=O)C1=C(C)NC(=O)NC1c1cn(-c2ccccc2)nc1-c1cccs1 (stereo not drawn)
    2, -8, 14, 0, 2, 106, -5, -8, 1
CC1Cc2ccccc2N1S(=O)(=O)c1cccc(C(=O)c2nccn2C)c1 (stereo not drawn)
    1, -9, 10, 5, 2, 130[fluorescence artefact?], 3, 24, -2
CC1CCCCC1NC(=O)C(=O)NCC1CCCO1 (stereo not drawn)
    /, -12, 0, 0, -6[fluorescence artefact?], 115[fluorescence artefact?], /, 8, -11[fluorescence artefact?]
CCC(=O)NCCc1nc2cc(NC(=O)c3ccc(OC)cc3)ccc2n1C
    -1, -9, -1, -1, -3, 86, -1, 7, -8
O=C1NCC(COCc2ccccc2)O1 (stereo not drawn)
    5, /, /, /, 1, 112[fluorescence artefact?], 10, /, -3
O=C(NC(NNc1ccc([N+](=O)[O-])cc1)(C(F)(F)F)C(F)(F)F)c1ccccc1Cl
    -4, -8, 16, 6, /, /, 22, -24, /
O=C(C1CC1)n1cc(C(=S)N2CCOCC2)c2ccccc21
    -2, -9, 5, -4, -11, 133, 18, 5, -4[fluorescence artefact?]

# From PubChem BioAssay
